HTT cytoprotect: protects HTT-Q103 PC12 cells, measured by ATP. Potency, µM (doses to about 56.4 µM), for the others: cytoprotection (ATP increase), hits mostly activators. 230,000 compounds, 0.14% hits. PC12 HTT-Q103 induced, cytoprotection, ATP luminescence, 40 h;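 note: % of control where 0% means no effect; nearly all actives have a fitted effect of over 45% in size; toxic huntingtin expression switched on by the ecdysone agonist tebufenozide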
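ATP quantification (ATPlite) reports survival of PC12 cells in which tebufenozide, 100 nM final, switches on Htt exon 1 with 103 glutamines linked to GFP; compounds are titrated.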
SMN2 splice enh: increases expression of the SMN2 splice variant; HEK293 SMN2-luciferase splicing reporter, luminescence, 30-36 h; Potency, µM (series often up to 46.1 µM), inactives show at the top dose activity change, positive = activation, most hits filed as activators; 210,000 compounds, 2.8% hits; note: % of control where 0% means no effect; nearly all actives have a fitted effect of over 55% in size
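HEK293 cells carry an SMN2 […]–luciferase reporter in which exon 7 inclusion puts luciferase in frame. Cells were plated 10-12 h before compound addition, then incubated 30-36 h at 37C. ONE-Glo luminescence was read; sodium butyrate at 4.5 mM final served as control.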
Tau fibril FP: tau fibrillization inhibition (FP); P10636; K18 P301L tau heparin fibrillization, Alexa594 FP, 6 h; Potency, µM (doses to about 57.7 µM), for the others: top-dose activity, negative = inhibition, most hits filed as inhibitors; 280,000 compounds, 0.39% hits; note: % is set by controls: 0 for no effect and ±100 for the full control effect; nearly all actives have a fitted effect of over 55% in size
Target sequence (P10636 561-689 P618L limits assumed): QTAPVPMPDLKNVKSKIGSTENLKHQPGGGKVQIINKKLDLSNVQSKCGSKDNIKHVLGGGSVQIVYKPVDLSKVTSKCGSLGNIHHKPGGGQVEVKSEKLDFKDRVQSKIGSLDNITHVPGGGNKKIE
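Read-out: fluorescence polarization of Alexa 594-labeled tau (0.24 uM), 555 nm excitation, 632 nm emission. Mixtures held 15 uM unlabeled K18 P301L, compound and 20 uM heparin, pH 7 acetate buffer, incubated 6 hr at 37 C.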
Tau fluor counter: counter-screen for tau fibril formation inhibitors | tau K18 P301L Alexa594 fluorescence, heparin fibrillization | Potency, µM (doses to about 57.7 µM), inactives show top-dose activity change, negative = decrease | 280,000 compounds, 0.93% hits; note: % is set by controls: 0 for no effect and ±100 for the full control effect; nearly all actives have a fitted effect of over 55% in size
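Human K18 P301L tau (15 uM unlabeled plus 0.24 uM Alexa 594-labeled, final) in 100 mM sodium acetate pH 7 was mixed with compound and 20 uM heparin and incubated 6 hr at 37 C.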
ALDH1A1 inh: blocks purified human ALDH1A1 activity; P00352; 220,000 compounds, 7.3% hits; Purified ALDH1A1, NADH fluorescence, propionaldehyde substrate; Potency, µM (series often up to 75.3 µM), for inactives: top-dose activity, negative = inhibition, actives largely listed as inhibitors; active = well fitted inhibition curve with a large enough effect, not every such curve was filed as active; inconclusive = small, poorly fitted or top-dose-only effect, or another doubt; inactive = no such curve, though single readings can be large or run the other way;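 note: plate controls were no enzyme wells and a reference inhibitor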
Target sequence (P00352 whole entry, looked up): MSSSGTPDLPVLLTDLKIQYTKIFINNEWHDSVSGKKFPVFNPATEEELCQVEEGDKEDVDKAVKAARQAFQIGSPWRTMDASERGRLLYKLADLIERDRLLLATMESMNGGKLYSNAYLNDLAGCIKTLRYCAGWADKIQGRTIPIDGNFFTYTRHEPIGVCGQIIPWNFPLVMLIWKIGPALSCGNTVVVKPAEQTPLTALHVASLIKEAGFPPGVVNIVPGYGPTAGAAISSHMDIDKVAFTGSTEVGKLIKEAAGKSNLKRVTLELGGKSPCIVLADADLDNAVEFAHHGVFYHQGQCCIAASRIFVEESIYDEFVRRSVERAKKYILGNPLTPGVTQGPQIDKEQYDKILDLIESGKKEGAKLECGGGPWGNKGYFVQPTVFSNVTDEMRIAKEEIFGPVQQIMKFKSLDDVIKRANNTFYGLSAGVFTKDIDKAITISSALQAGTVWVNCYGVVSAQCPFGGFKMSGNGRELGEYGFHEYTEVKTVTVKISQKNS
HTT aggregate: mutant huntingtin aggregation inhibition | PC12 HttQ103-GFP aggregates, Acumen cytometry, 40 h | Potency, µM (top dose mostly 46.1 µM), inactives show at the highest dose activity change, negative = inhibition, actives largely listed as inhibitors | 220,000 compounds, 1.1% hits | AID 1688; note: % is set by controls: 0 for no effect and ±100 for the full control effect; nearly all actives have a fitted effect of over 60% in size
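Inducible Q103 Huntingtin exon 1–GFP PC12 line, 1500 cells/well in phenol red free DMEM with 5% equine and 5% calf serum. Tebufenozide 100 nM induced expression; compounds titrated; aggregates quantified by cytometry.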
KDM4E inh: JMJD2E (human) inhibition; B2RXH2; JMJD2E catalytic domain, FDH-coupled NADH fluorescence (FDH is formaldehyde dehydrogenase); Potency, µM (series often up to 57.1 µM), for the others: at the top dose activity change, negative = inhibition, hits mostly inhibitors; 230,000 compounds, 1.6% hits; AID 2147; active = well fitted inhibition curve with a large enough effect, not every such curve was filed as active; inconclusive = small, poorly fitted or top-dose-only effect, or another doubt; inactive = no such curve, though single readings can be large or run the other way;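 note: 0% = wells with enzyme and -100% = buffer wells without enzyme; nearly all actives have a fitted effect of over 50% in size; many of its hits are not listed in these tables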
Target sequence (B2RXH2 1-337 limits assumed): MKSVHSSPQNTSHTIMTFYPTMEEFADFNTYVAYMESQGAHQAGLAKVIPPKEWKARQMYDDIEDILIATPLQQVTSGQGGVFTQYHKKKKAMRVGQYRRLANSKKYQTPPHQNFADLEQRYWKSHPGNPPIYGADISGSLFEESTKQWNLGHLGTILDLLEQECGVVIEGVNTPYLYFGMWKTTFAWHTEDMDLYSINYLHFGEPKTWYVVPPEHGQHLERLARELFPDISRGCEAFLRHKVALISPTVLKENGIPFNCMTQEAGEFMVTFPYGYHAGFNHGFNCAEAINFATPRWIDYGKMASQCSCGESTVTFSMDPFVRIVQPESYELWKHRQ
Tau ThT inhib: tau fibrillization inhibition (ThT binding); 270,000 compounds, 2.1% hits; Potency, µM (top dose mostly 57.4 µM), inactives show at the top dose activity, negative = inhibition, hits mostly inhibitors; recombinant tau K18 P301L (four-repeat tau fragment), heparin-induced fibrillization, ThT fluorescence; P10636; note: % is set by controls: 0 for no effect and ±100 for the full control effect; nearly all actives have a fitted effect of over 55% in size
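In this qHTS, human K18 P301L tau is incubated with compound and heparin for 6 hr at 37 C, and Thioflavin T fluorescence then reports fibril load.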
Numbers without * were called inactive; ? = inconclusive; . = no result given; [ ] = remark or other dose. Unless noted, calls come from the whole dose curve; as a rule, active = well fitted curve in the direction sought with a large enough effect; inconclusive = small, poorly fitted or top-dose-only effect, or another doubt; inactive = no such curve, though single readings can be large; an effect the other way counts as inactive or inconclusive. Potency is the fitted concentration of half-maximal effect. These rows are one share of the data; count on the stated rates, not on these rows.

| compound | HTT cytoprotect | SMN2 splice enh | Tau fibril FP | Tau fluor counter | ALDH1A1 inh | HTT aggregate | KDM4E inh | Tau ThT inhib |
| --- | --- | --- | --- | --- | --- | --- | --- | --- |
| NC(=O)c1ccc(NC(=O)COc2ccc([N+](=O)[O-])cc2Cl)cc1 | -13.1% | 5.9% | -2.4% | -8.2% | 4.6% | 8.5% | 1.9% | ? |
| Cc1ccc(C)c(NC(=O)Cn2c(=O)n(CCC(C)C)c(=O)c3cccnc32)c1 | . | 7.5% | -8.7% | 4.6% | . | . | . | 11.2% |
| COC(=O)CNc1nc(-c2ccccc2F)nc2ccccc12 | 9.2%[1.9 µM] | -33.2%[inhibitor] | -4.7% | -2.6% | -0.1% | 2.5% | 5.4% | 5.4% |
| CC(=O)N1CCN=C1SCc1ccccc1F | 11.9% | 0.8% | 4.7% | -3.3% | 1.1% | -4.1% | -2.6% | -0.8% |
| COc1ccc(CN(Cc2cc3cc(OC)c(OC)cc3[nH]c2=O)C(=O)NC2CCCCC2)cc1 | 10.5% | -21.5% | -4.5% | -15.1% | ? | 8.0% | ? | -18.9% |
| CC(C)CCN1CCN(Cc2cccn2-c2nccs2)CC1CCO (stereo unspecified) | 9.7%[10 µM] | . | -3.4% | 0.6% | 1.2% | 13.0%[9.22 µM] | -13.5% | -2.3% |
| CCc1ccc(Cc2cnc(NC(=O)C3=NCCN3)s2)cc1 | ? | 13.7% | 2.8% | -17.2% | 1.7% | -14.0% | -12.0% | -13.7% |
| Cc1[nH]nc2c1C(c1cn[nH]c1-c1ccc(F)cc1)C(C#N)=C(N)O2 (stereo unspecified) | 22.7% | -1.4% | -12.8% | -16.9% | -1.3% | -28.2% | -17.2% | ? |
| Cc1ccc(C(=O)c2c(N)c(C(=O)Nc3cccc(C(F)(F)F)c3)c3ccccn23)cc1 | . | 10.8% | -7.1% | 7.2% | . | . | . | 11.0% |
| CCNC(=S)N1CCN(CC(=O)Nc2ccc(Br)cc2)CC1 | 28.3%[10 µM] | -19.9% | -3.6% | 2.5% | 6.7% | 18.1% | -1.0% | 3.3% |
| N#Cc1c(-c2ccc(Cl)cc2)ccn2nc(C3CCCCC3)nc12 | -20.2% | ? | ? | -16.6% | ? | -0.9% | 2.5% | -11.7% |
| CSc1cccc(NC(=O)CN(C)S(=O)(=O)c2ccc(C)cc2)c1 | 2.7% | . | -1.9% | -12.8% | -8.0% | -0.9% | -1.5% | -7.0% |
| CCCN(CCC)C(=O)C1CCCN(S(=O)(=O)c2cc(Br)cc3c2N(C(=O)CC)CC3)C1 (stereo unspecified) | . | -2.4% | -1.5% | -9.3% | . | . | . | -11.6% |
| O=C(N/N=C/C=C\c1ccccc1[N+](=O)[O-])c1cc(-c2ccccc2)nc2ccccc12 | -23.0%[10 µM] | 0.0% | ? | -17.7% | ? | -11.1% | -10.3% | -7.8% |
| Cc1ccc(C(=O)NC2CCN(CC(=O)Nc3cccc([N+](=O)[O-])c3)CC2)cc1 | 1.1%[10 µM] | -24.2% | 1.3% | -7.2% | 1.7% | 2.3%[9.22 µM] | 5.4% | -3.5% |
| CC(=O)Nc1ccc(S(=O)(=O)Nc2nc3ccccc3s2)cc1 | -2.5% | 20.9% | 6.1% | -0.4% | -6.3% | -3.8% | -5.1% | -8.7% |
| O=C(OCc1nnc(-c2ccccc2)o1)c1cn(-c2ccccc2)nc1-c1ccccc1 | -14.4%[0.074 µM] | -11.9% | -1.1% | -25.8% | 2.7% | -15.6% | -20.2% | -4.0% |
| CCc1cccc(CC)c1NC(=S)Nc1ccc2cn[nH]c2c1 | 8.3%[10 µM] | . | -2.9% | -16.4% | . | -0.9%[9.22 µM] | ? | -15.5% |
| N#Cc1c(SCc2ccc(Cl)cc2)sc(C(=O)c2ccccc2)c1N | -3.3% | -20.2% | -10.0% | -26.5% | ? | 18.7% | ? | -11.2% |
| O=[N+]([O-])c1ccccc1N/N=C/c1ccc2c(c1)OCO2 | -117.6%[inhibitor] | 2.82µM* | 4.1% | -28.1% | -1.1% | ? | 14.5% | ? |
| CNC(=O)c1sc(-c2cccnc2)nc1C | -107.3%[inhibitor] | -2.8% | 5.3% | 1.7% | 4.9% | -0.5% | 0.8% | 8.4% |
| COc1cc(OC)c2c(-c3ccccc3)cc(=O)oc2c1C(CCN1CCCC1)c1ccc2c(c1)OCO2 (stereo unspecified) | 1.8%[10 µM] | . | 1.8% | 2.4% | . | -26.9%[9.22 µM] | -21.3% | -13.8% |
| COc1ccc(C2/C=C\CN(C(=O)C3CCCC3)[C@H](Cc3ccccc3)C(=O)N2Cc2ccc(F)cc2)cc1 (stereo partly specified) | 7.5%[10 µM] | . | 7.4% | 15.2% | . | 29.9%[9.22 µM] | -4.0% | 2.4% |
| COCCN=c1scc(-c2ccc3c(c2)NC(=O)CO3)n1/N=C(\C)c1ccc(O)cc1 | -9.3%[10 µM] | . | ? | 14.1µM*[quencher] | . | -4.0%[9.22 µM] | -23.6% | 14.1µM* |
| CN1CCN(c2nc3c(c(=O)n(C)c(=O)n3C)n2CCSc2nc3ccccc3s2)CC1 | 22.2%[10 µM] | . | -5.0% | 1.8% | 2.2% | 32.6%[9.22 µM] | 0.7% | 2.0% |
| O=C(CNCC1CCCO1)Nc1ccccc1N1CCCCCC1 (stereo unspecified) | -4.8% | 17.9% | 6.6% | -5.2% | -3.5% | 18.1% | 4.9% | -1.4% |
| COc1cc(/C=N\N=C2/SC(CC(=O)O)C(=O)N2c2ccc(O)cc2)ccc1O (stereo unspecified) | -22.3% | . | -3.1% | -23.2% | 4.6% | 4.1% | 4.5% | -18.7% |
| Cc1cc(=O)n2nc(-c3ccccc3)sc2n1 | 2.8%[10 µM] | 12.6µM* | -5.8% | 2.9% | ? | 6.8% | ? | -15.1% |
| O=C(NNC(=S)Nc1ccccc1)Nc1ccccc1 | -45.3%[inhibitor] | 5.62µM* | -9.4% | -6.7% | 14.1µM* | 0.6% | ? | -11.7% |
| CSc1ncccc1C(=O)OCC(=O)Nc1cc(C(F)(F)F)ccc1N1CCOCC1 | 3.0% | -8.6% | ? | ? | 1.5% | 15.6% | 0.7% | ? |
| COCC(C)n1c(C)cc(C(=O)Cn2c(=O)oc3ccccc32)c1C (stereo unspecified) | -22.7% | 2.8% | -0.6% | 1.8% | 3.1% | 9.3% | 2.2% | -0.8% |
| CC1CCCCN1C(=O)c1ccccc1NC(=O)c1ccco1 (stereo unspecified) | -9.3% | 10.6% | 9.2% | 2.2% | -12.5% | -15.3% | 11.4% | -9.5% |
| COc1ccc(Cc2nc(-c3ccccc3)no2)cc1 | 26.5%[10 µM] | ? | -14.7% | -15.8% | 3.9% | -10.1% | 7.6% | -9.3% |
| Cc1cc(-c2ccccc2)n(-c2ccc(C(=O)NC(C)C)cc2)n1 | -59.6%[inhibitor] | -2.2% | -6.5% | -27.9% | -1.9% | -5.8% | 1.4% | -17.8% |
| CC(C)c1nnc(SCC(=O)NCCC2=CCCCC2)n1N | 3.9% | -15.8% | -15.9% | -7.2% | 20µM* | ? | 0.5% | -18.6% |
| O=C(NCc1ccccc1)c1cc(S(=O)(=O)N2CCCCC2)ccc1N1CCOCC1 | -7.3%[10 µM] | -10.6% | -5.9% | -8.4% | ? | 10.9% | -10.9% | -6.2% |
| Cc1cc(C)cc(Nc2cc(C(=O)NCCCN(C)C3CCCCC3)c3ccccc3n2)c1 | . | -98.3%[inhibitor] | 3.6% | 3.16µM*[quencher] | . | . | . | ? |
| O=C(NCCCN1CCc2ccccc2C1)C1CCN(S(=O)(=O)N2CCC3(CC2)OCCO3)CC1 | -54.9%[inhibitor] | -12.4% | -9.8% | -6.9% | 3.5% | -21.3% | 4.9% | -8.8% |
| O=C(NCc1ccco1)c1cc(-c2ccccc2)on1 | -20.9% | 12.6µM* | 3.5% | 2.1% | -0.5% | -5.3% | -1.4% | 2.1% |
| Cc1nnc(SCC(=O)Nc2c(C)n(C)n(-c3ccccc3)c2=O)n1Cc1ccccc1 | -31.3%[inhibitor] | 12.2% | 1.2% | -0.6% | 5.8% | 16.5% | -0.5% | -7.1% |

Complete entries, looked up by structure:
Listed for Cc1cc(C)cc(Nc2cc(C(=O)NCCCN(C)C3CCCCC3)c3ccccc3n2)c1 → HTT cytoprotect: .; SMN2 splice enh: -98.3%[inhibitor]; Tau fibril FP: 3.6%; Tau fluor counter: 3.16µM*[quencher]; ALDH1A1 inh: .; HTT aggregate: .; KDM4E inh: .; Tau ThT inhib: ?
Listed for O=C(NCc1ccccc1)c1cc(S(=O)(=O)N2CCCCC2)ccc1N1CCOCC1 → HTT cytoprotect: -7.3%[10 µM]; SMN2 splice enh: -10.6%; Tau fibril FP: -5.9%; Tau fluor counter: -8.4%; ALDH1A1 inh: ?; HTT aggregate: 10.9%; KDM4E inh: -10.9%; Tau ThT inhib: -6.2%
Listed for COc1ccc(Cc2nc(-c3ccccc3)no2)cc1 → HTT cytoprotect: 26.5%[10 µM]; SMN2 splice enh: ?; Tau fibril FP: -14.7%; Tau fluor counter: -15.8%; ALDH1A1 inh: 3.9%; HTT aggregate: -10.1%; KDM4E inh: 7.6%; Tau ThT inhib: -9.3%

Continued:
| compound | HTT cytoprotect | SMN2 splice enh | Tau fibril FP | Tau fluor counter | ALDH1A1 inh | HTT aggregate | KDM4E inh | Tau ThT inhib |
| --- | --- | --- | --- | --- | --- | --- | --- | --- |
| O=C(Nc1cc(F)ccc1F)C1CCCO1 (stereo unspecified) | 15.1%[10 µM] | -1.4% | 0.2% | -8.9% | -2.1% | -15.6% | 3.6% | -10.4% |
| CCOC(=O)c1cccc(Nc2nc(-c3cccnc3)nc3ccccc23)c1 | -52.9%[inhibitor] | -77.1%[inhibitor] | ? | ? | ? | ? | ? | -11.2% |
| CCN(CC)c1ccc(NS(=O)(=O)c2ccc3c(c2)oc(=O)n3C)c(C)c1 | 15.0% | -27.3% | 6.3% | -26.7% | ? | -19.9% | ? | -7.9% |
| Cc1ccc(NC(=O)Cn2nc(C(F)(F)F)c3c2CCCC3)cc1 | . | 1.5% | -5.3% | ? | . | . | . | -15.2% |
| NC(=O)c1ccsc1NC(=O)c1nc(-c2ccccc2)n(-c2ccccc2)n1 | -28.3% | -18.0% | -9.6% | ? | -8.2% | ? | -3.8% | ? |
